Source: PubChem BioAssay
Abeta yeast res – qHTS for compounds that reverse cellular toxicity of Amyloid beta (A-beta) peptide in yeast: Primary Screen | 0.063% of 410,000 active | Potency, µM (highest dose often 46.1 µM), for inactives: top-dose growth rescue, hits mostly activators | AID 1347071, 2019 | yeast expressing A-beta42, growth rescue, OD600, 48 h; response scale: 0% DMSO, 100% iron-clioquinol control; note: potency is the fitted concentration of half-maximal effect; nearly all actives have a fitted effect of over 55% in size
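Yeast A-beta toxicity model in growth medium with pinned compounds, 48 h at 30 C; growth read as absorbance at 600 nm. Normalized to FeCl3/clioquinol equimolar mix (positive) and DMSO (negative).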
TGFb inhibitor – qHTS for Inhibitors of TGF-b. HepG2 CAGA-GFP TGF-b/SMAD3 reporter, GFP fluorescence, 18 h; TGF-beta stimulated, 500 pg/mL final. Potency, µM (top dose mostly 46.1 µM), for the others: at the highest dose activity, negative = inhibition, most hits filed as inhibitors. 1.2% of 410,000 active. AID 588855, 2011; note: potency is the fitted concentration of half-maximal effect; % is set by controls: 0 for no effect and ±100 for the full control effect; nearly all actives have a fitted effect of over 65% in size
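TGF-beta reporter screen: HEPG2 CAGA-GFP, 1% FBS, 500 pg/mL TGF-beta final, 18 h; per-cell GFP summed per well; curves fitted and categorized by class.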
CCT chaperon mod – High-Throughput Screening for Modulators of Cytosolic Chaperonin Activity; purified chaperonin ATPase assay, HTRF ADP detection, 30 min; activity change, % (test concentration not listed), hits read low; 0.3% of 360,000 active; in the data active = activity change below about -30%; note: % is set by controls: 0 for no effect and ±100 for the full control effect
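Nucleotide hydrolysis assay: TRiC at 20–40 nM final (set by batch activity) with 10 uM ATP, 30 min at 37 °C, in presence of 76 uM compound. Detection by competitive ADP HTRF, 30 min ambient.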
A549 tox – Nrf2 qHTS screen for inhibitors: counterscreen for cytotoxicity; 0.16% of 390,000 active; AID 504648, 2011; A549 ARE-Fluc cells, CellTiter-Fluor viability, 18-24 h; Potency, µM (series often up to 46 µM), for inactives: at the top dose activity change, negative = cytotoxicity, usual class: inhibitors; note: potency is the fitted concentration of half-maximal effect; % is set by controls: 0 for no effect and ±100 for the full control effect
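Cytotoxicity counterscreen: CellTiter-Fluor fluorescence was measured in A549 ARE_Fluc cells after 18-24 h of compound exposure in a concentration series. The subsequent BugLite luminescent read reports ARE-luciferase activity.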
Nrf2 activator – qHTS of Nrf2 Activators | 0.31% of 410,000 active | AID 624171, 2012 | AREc32 ARE-luciferase reporter (MCF7-derived line), luminescence, 24 h | Potency, µM (series often up to 46.1 µM), for inactives: at the top dose activation, most hits filed as activators; note: potency is the fitted concentration of half-maximal effect; % of control where 0% means no effect; nearly all actives have a fitted effect of over 65% in size
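ARE activation measured as luciferase luminescence (Steady-Glo, 30 min RT) in AREc32_Fluc cells after 24 hr compound exposure at 37 deg C, 5% CO2; cells seeded overnight at 1000/well in OPTI-MEM, 5% FBS.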
HepG2 tox – qHTS for Inhibitors of TGF-b: Cytotox Counterscreen; HepG2 CAGA-GFP viability, ATP luminescence, 18 h; Potency, µM (doses to about 46.1 µM), for inactives: at the highest dose activity change, negative = cytotoxicity, most hits filed as cytotoxic; 0.76% of 410,000 active; AID 588856, 2011; note: potency is the fitted concentration of half-maximal effect; some results filed as inactive show a strong effect at the top dose
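CellTiter-Glo luminescence gave cytotoxicity after 18 hours at 37 degrees C. The cells were HepG2 CAGA-GFP in 1% FBS DMEM, stimulated with 500 pg/mL TGF-beta after compound addition. %Activity was normalised to no-cell wells (complete cell-killing) and DMSO (no toxicity), and curves were fitted and classified.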
Akt phos inh – HTS Assay for Inhibitors of Akt Phophorylation: Primary Screen. Neuro2A IGF-stimulated pAkt S473 HTRF, 20 min; stronger effect = lower value. activity change, % for hits at 50 µM. 0.32% of 360,000 active. AID 651550, 2012; in the data active = activity change below about -80%; inconclusive = mostly about -51% to -80%; note: % is set by controls: 0 for no effect and ±100 for the full control effect
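Neuro2A cells (4,500/well, DMEM with 0.5% FBS) were treated with compound at a single 50 µM final concentration, stimulated with 6 nM IGF for 20 min at 37 °C, and lysed. Phospho-Akt Ser473 was read by HTRF as 665/615 ratio ×10^4.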
Mm-Cpn inhibitor – Inhibitors of TCP-1 ring complex (TRiC) of Methanococcus maripaludis (MmCpn): qHTS; Chaperonin Mm-Cpn (Methanococcus maripaludis); purified Mm-Cpn ATPase, ADP Transcreener TR-FRET; Potency, µM (top dose mostly 76.9 µM), without a hit: top-dose activity, negative = inhibition, usual class: inhibitors; 0.031% of 330,000 active; AID 504842, 2011; note: potency is the fitted concentration of half-maximal effect; % is set by controls: 0 for no effect and ±100 for the full control effect; nearly all actives have a fitted effect of over 80% in size
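Inhibition of chaperonin ATP hydrolysis is measured as reduced ADP production, detected by competitive TR-FRET in which signal falls with ADP. Final enzyme 25 nM and ATP 10 uM, reacted 30 min at 37°C.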
Nrf2 block – Nrf2 qHTS screen for inhibitors; A549 ARE-Fluc reporter, luciferase luminescence, 18-24 h; Potency, µM (series often up to 46 µM), without a hit: top-dose activity change, negative = inhibition, usual class: inhibitors; 2.1% of 360,000 active; AID 504444, 2011; note: potency is the fitted concentration of half-maximal effect; % is set by controls: 0 for no effect and ±100 for the full control effect; nearly all actives have a fitted effect of over 60% in size
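Two sequential reads on A549 ARE_Fluc cells exposed to compound for 18-24 h: a CellTiter-Fluor fluorescence read for viability, then a luciferase luminescence read for Nrf2/ARE activity.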
Numbers without * were called inactive; i = inactive; ? = inconclusive; nt = no result given; & = joins results of further samples; [ ] = another dose, or the depositor's remark. Unless noted, calls come from the whole dose curve; as a rule, active = well fitted curve in the direction sought with a large enough effect; inconclusive = small, poorly fitted or top-dose-only effect, or another doubt; inactive = no such curve, though single readings can be large; an effect the other way counts as inactive or inconclusive.

SMILES	Abeta yeast res	TGFb inhibitor	CCT chaperon mod	A549 tox	Nrf2 activator	HepG2 tox	Akt phos inh	Mm-Cpn inhibitor	Nrf2 block
CCCN1CN=C(NS(=O)(=O)c2ccc(NC(C)=O)cc2)NC1	-16%	7%	nt	-1%	-0.9%	-16%	nt	nt	0%
COc1ccccc1CN1[C@@H](CC(C)=O)c2cc(C(F)(F)F)ccc2S1(=O)=O	2%	-18%	0.3	1%	3.2%	-5%	i	nt	-6%
C/C(=N\Nc1ccc(Cl)c(C(=O)O)c1)c1ccc2c(c1)OCO2	15%	2%	-55*	-11%	0.8%	20%	i	-2%	?
COc1cc2oc(=O)c(CC(=O)NCCc3ccccc3F)c(C)c2cc1OC	5%	?	nt	-11%	0.0%	-2%	nt	nt	-13%
O=C(Nc1nsc(-c2ccccc2)n1)c1ccncc1	15%	-26%	-1.8	0%	-0.6%	6%	i	-1%	?
CCOC(=O)[C@]12CCCC=C1N(Cc1ccc(Cl)cc1Cl)C(=O)[C@H](CC(=O)N1CCSCC1)C2	23%	nt	1.6	nt	-1.2%	nt	i	nt	nt
CC(=O)c1oc2ccccc2c1NC(=O)CN1CCCCC1	-6%	0%	2.5	-2%	2.9%	5%	i	-1%	11%
Cc1cc(OCC#N)nc(N)n1	-11%	-8%	-1.8	17%	0.1%	14%	i	0%	6%
COc1ccc(N2CCN(C(=O)CCC(=O)NNc3nc4ccccc4c4nc(C)nn34)CC2)cc1	-5%&-1%	-2%&-1%	-2.9	0%&-1%	-0.5%&-0.6%	5%&2%	i	-3%	12%&-1%
COc1cc(OC)c(N(C)C(=O)CCNC(=O)Cn2cnc3ccccc3c2=O)cc1Cl	12%&-6%	19%&-21%	-0.5	16%[1.84 µM]	0.1%&0.5%	-11%&-18%	i	0%	4%&-4%
CCOc1ccccc1N1CCN(c2nc3ccccc3nc2C(C#N)C(=O)OC)CC1 (stereo not drawn)	14%	1%	0.4	-4%	-0.3%	7%	i	-2%	nt
COCCN(CCOC)S(=O)(=O)c1ccc(C(=O)Nc2nnc(COC)o2)cc1	-7%	0%	0.7	-3%	0.3%	12%	i	-1%	-7%
Cc1cccc(NC(=O)C2CCCN(c3nc(C)cc(C)n3)C2)c1 (stereo not drawn)	-3%	-14%	-1.4	19%	-0.2%	-15%	i	6%	-7%
COc1ccccc1N1CCN(C2CCN(C(=O)COc3ccccc3)CC2)CC1	-8%	19%	-1.3	-3%	-0.3%	8%	i	-2%	-3%
Cn1nc(OCC(N)=O)ccc1=O	8%	0%	4.1	-4%	-0.6%	0%	i	1%	9%
CC(=O)Nc1ccc(S(=O)(=O)NC(CC(=O)O)c2ccc(OC(C)C)cc2)cc1 (stereo not drawn)	-3%	-5%	-4.3	5%	-1.8%	2%	i	1%	6%
O=C1c2ccccc2C(=O)N1n1cccc1	21%	-1%	1.8	0%	0.3%	-3%	i	1%	13%
O=C(CSc1nnc2sc3ccccc3n12)c1ccco1	7%	-3%	-4.8	13%	?	5%	i	2%	?
O=C(CSc1nc2ccccc2o1)N/N=C/c1ccc(O)c(O)c1	-7%	?	-2.5	-16%	14%	-30%	i	1%	?
O=S(=O)(NCc1ccco1)c1ccc(Cl)s1	1%	6%	-1.1	1%	0.3%	-6%	i	2%	3%
CNC(=O)NC(=O)C(OC(=O)Cc1cccc(C(F)(F)F)c1)c1ccccc1 (stereo not drawn)	-20%	5%	-0.4	0%	0.2%	-5%	i	0%	6%
O=C1C2C3C=CC(C3)C2C(=O)N1CCCCN1C(=O)C2C3C=CC(C3)C2C1=O (stereo not drawn)	-21%	6%	2.5	5%	-0.7%	-23%	i	1%	1%
COC(=O)C1=C(C)OC(N)=C(C#N)C1c1ccco1 (stereo not drawn)	-18%	-8%	-2.2	6%	-0.2%	5%	i	-3%	22%
N#Cc1ccccc1NC(=O)CSc1n[nH]c(=O)n1C1CC1	-17%	-4%	-1.4	9%	3.4%	-4%	i	2%	21%
O=C(CNS(=O)(=O)c1ccccc1)NCC(=O)OCc1ccccc1F	0%	-28%	-3.3	-4%	-0.4%	-33%	i	-1%	19%

Brought forward from above: 5 compounds, then new ones.
SMILES	Abeta yeast res	TGFb inhibitor	CCT chaperon mod	A549 tox	Nrf2 activator	HepG2 tox	Akt phos inh	Mm-Cpn inhibitor	Nrf2 block
CNC(=O)NC(=O)C(OC(=O)Cc1cccc(C(F)(F)F)c1)c1ccccc1 (stereo not drawn)	-20%	5%	-0.4	0%	0.2%	-5%	i	0%	6%
O=C1C2C3C=CC(C3)C2C(=O)N1CCCCN1C(=O)C2C3C=CC(C3)C2C1=O (stereo not drawn)	-21%	6%	2.5	5%	-0.7%	-23%	i	1%	1%
COC(=O)C1=C(C)OC(N)=C(C#N)C1c1ccco1 (stereo not drawn)	-18%	-8%	-2.2	6%	-0.2%	5%	i	-3%	22%
N#Cc1ccccc1NC(=O)CSc1n[nH]c(=O)n1C1CC1	-17%	-4%	-1.4	9%	3.4%	-4%	i	2%	21%
O=C(CNS(=O)(=O)c1ccccc1)NCC(=O)OCc1ccccc1F	0%	-28%	-3.3	-4%	-0.4%	-33%	i	-1%	19%
Cc1ccc(C)c(Nc2nn3c(=O)c4ccc(C(=O)NCc5ccccc5)cc4nc3s2)c1	-17%	-7%	nt	4%	0.5%	-11%	nt	nt	5%
Cc1ccc(SCC(=O)c2ccc(CC(=O)O)s2)cc1	1%	13%	0.4	0%	-0.4%	-16%	i	1%	2%
Cc1ccc2nc3c(cc(C(=O)NCCCn4ccnc4)n3C)c(=O)n2c1	20%	-1%	-2.5	?	-0.3%	-12%	i	-5%	-22%
CCCNC(=S)N(Cc1ccccc1)Cc1nc2ccccc2c(=O)[nH]1	4%	-6%	1.2	-8%	0.4%	-69%	i	-1%	?
COC(=O)c1c(NC(=O)CSc2nnc(CNc3ccc(Cl)cc3)o2)sc(C)c1C	-21%	-18%	-3.5	-14%	7.6%	-28%	i	-4%	-5%
CCOC(=O)c1cc2c(=O)n3cccc(C)c3nc2n(CC(C)C)c1=NC(=O)c1ccco1	-2%	-20%	0.4	-5%	6.3%	15%	i	-3%	-4%
CC(C)n1nnnc1SCC(=O)N(C)C1CCS(=O)(=O)C1 (stereo not drawn)	-1%	5%	-0.7	-23%	0.0%	5%	i	-1%	20%
CCOC(=O)C1=C(N)Oc2cc(O)ccc2C1c1cccc([N+](=O)[O-])c1 (stereo not drawn)	-10%	-24%	-1.4	-6%	-0.2%	5%	i	2%	?
CC(=O)Nc1ccc(S(=O)(=O)N2c3ccccc3NC(=O)CC2C)c(Cl)c1 (stereo not drawn)	9%	20%	2.0	-2%	-0.6%	24%	i	0%	-15%
O=C(Cn1nnc(-c2ccc(Cl)cc2)n1)NC1CCS(=O)(=O)C1 (stereo not drawn)	-6%	0%	-3.1	-1%	-2.1%	12%	i	2%	-2%
CCc1cc(=O)oc2c(C)c(OS(C)(=O)=O)ccc12	-2%	-7%	0.2	3%	0.5%	-4%	i	nt	2%
O=C(c1cccs1)c1cn(CC(=O)N2CCc3ccccc3C2)c2ccccc12	-12%	-2%	0.6	-4%	-0.1%	0%	i	2%	1%
Cc1ccc(Oc2nc(-c3ccccn3)nc3ccccc23)cc1	11%	1%	-0.5	0%	3.6%	0%	i	-1%	-10%
Cc1ccc(-c2nc(N)n(S(=O)(=O)c3ccc(C)cc3)n2)cc1	-3%	13%	3.4	-16%	0.3%	0%	i	-1%	-4%
O=c1cc(CN2CCN(S(=O)(=O)c3cccc(Cl)c3)CC2)c2ccc(O)cc2o1	-2%	0%	0.7	2%	-0.2%	-6%	i	-3%	3%
CCOC(=O)NC(O)C(=O)c1cccs1 (stereo not drawn)	2%	-11%	-2.2	1%	0.4%	-5%	i	1%	2%
CC1=C(C(=O)OC2CCCCCC2)C(c2cccc(Cl)c2)CC(=O)N1 (stereo not drawn)	-16%	?	nt	1%	0.0%	-43%	nt	nt	16µM*
COc1ccc(-n2c(SCC(=O)NCc3ccco3)nc3c([nH]c4ccccc43)c2=O)cc1	-11%&-8%	13%&-9%	-1.5	3%&0%	8.1%&6.0%	6%&-20%	i	0%	-24%
Cc1cc(NC(=O)c2cc3cccc([N+](=O)[O-])c3[nH]2)ccc1F	28%	?	-0.7	-17%	11%	-3%	i	2%	?
CSc1ncccc1C(=O)Nc1nc(C(C)(C)C)cs1	-1%	16%	2.7	-4%	6.1%	-2%	i	0%	?
N#Cc1cccc(NC(=O)Cn2cnc(S(=O)(=O)N3CCCC3)c2)c1	1%	10%	-1.7	1%	-1.0%	2%	i	-1%	7%
COc1ccc(CN2CCN(C(=O)CC(C)C)CC2)cc1Br	18%	5%	-3.0	6%	-0.1%	1%	i	1%	?
COc1ccc(S(=O)(=O)N2CC(O)C[C@H]2C(=O)OCC(=O)N2CCCCCC2)cc1 (stereo partly drawn)	-1%	4%	-0.1	8%	-1.0%	2%	i	3%	10%
Cc1ccc(NC(=O)COC(=O)Cc2c[nH]c3ccccc23)cc1C	18%	0%	2.6	6%	-0.6%	-13%	i	-7%	3%
Cn1c(CCN2CCCCC2)nc2cc(NC(=O)COc3ccccc3)ccc21	14%	2%	1.0	-16%	2.4%	4%	i	-3%	0%
